NPC1 promoter act = qHTS Assay for NPC1 Promoter Activators; Huh7 NPC1 promoter luciferase reporter, 24 h; AID 485313, 2010; 320,000 compounds, 2.4% hits; Potency, µM (doses to about 9.22 µM), for the others: at the top dose activation, hits mostly activators;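 further: potency means the concentration at half of the fitted maximal effect; % of control where 0% means no effect; nearly all actives have a fitted effect of over 60% in size; reporter is driven by a mutant NPC1 promoter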
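Quantitative HTS used a cell-based reporter: Huh7 cells stably bearing the NPC1 promoter upstream of luciferase were treated with compounds for 24 h, and promoter activation was read as luminescence.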
Rab9 prom act = qHTS Assay for Rab9 Promoter Activators; 320,000 compounds, 2.8% hits; Potency, µM (highest dose often 9.22 µM), for the others: at the highest dose activation, negative = inhibition, actives largely listed as activators; Huh7 Rab9 promoter-luciferase reporter, luminescence, 24 h; AID 485297, 2010; further: potency means the concentration at half of the fitted maximal effect; % of control where 0% means no effect; nearly all actives have a fitted effect of over 60% in size
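Steps: seed 1500 Huh7 Rab9-luc cells per well, rest 2 h at 37 °C; add compound in DMSO; incubate 24 h; add luciferase reagent, 10 min ambient; read luminescence.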
p53 reactivation = qHTS assay for re-activators of p53 using a Luc reporter | H1299 p53-A138V BP100-luciferase reporter, luminescence, 24 h | Potency, µM (series often up to 92.2 µM), inactives show top-dose activity change, positive = activation, actives largely listed as activators | 320,000 compounds, 0.063% hits | AID 504706, 2011; further: potency means the concentration at half of the fitted maximal effect; % of control where 0% means no effect; nearly all actives have a fitted effect of over 45% in size
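p53-null H1299 cells stably carrying temperature-sensitive p53-A138V and a BP100-luciferase reporter were pinned with compounds (4-point, 1:5 series) and held 24 hrs at 37 deg C. Luminescence was read 10 min after detection reagent.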
TRPV1 ag = HTS Assay for Compounds that Act as Agonists of the Vanilloid Receptor 1. TRPV1-expressing cells, Fluo-8 calcium influx, agonist mode. activation, % at 8.33 µM. 320,000 compounds, 0.19% hits. AID 540275, 2011; in the data active means activation above about 80%; inconclusive means between about 30% and that limit; further: 0% is about no effect
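TRPV1-expressing cells were cultured overnight at 35.5C and loaded with Fluo-8 calcium dye for 40 to 90 min at room temperature. After a 10 s baseline, compound was added and calcium influx was read kinetically for 3 min (ex 480/em 520 nm).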
RORgamma inh = qHTS for inhibitors of ROR gamma transcriptional activity | Potency, µM (top dose mostly 53.6 µM), inactives show top-dose activity change, negative = inhibition, actives largely listed as inhibitors | 310,000 compounds, 5.4% hits | Drosophila S2 Gal4-RORgamma UAS-luciferase reporter, 20 h; further: potency means the concentration at half of the fitted maximal effect; on the % scale 0 is the no-effect control and ±100 the full control effect; nearly all actives have a fitted effect of over 60% in size
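Drosophila S2 cells stably expressing Gal4-DBD/mouse RORγ fusion under metallothionein promoter plus UAS-luciferase; compound 1 h, then 700 uM CuSO4 induction for 20 h at ambient temperature; inhibition read as reduced luminescence.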
BRCA1 expr up = qHTS Assay to Identify Small Molecule Activators of BRCA1 Expression | MCF7-BRCA1-FFLuc reporter, luminescence, 48 h; response scale: scaled: vehicle 0%, 10 µM genistein 100% | Potency, µM (series often up to 46.1 µM), for inactives: at the top dose activation, most hits filed as activators | 380,000 compounds, 1.1% hits; further: potency means the concentration at half of the fitted maximal effect; nearly all actives have a fitted effect of over 80% in size; some results filed as inactive show a strong effect at the top dose
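Using MCF7 cells harboring a BRCA1 firefly luciferase reporter, plated 2 h before compound pinning, the screen measured luminescence after 48 h incubation. Responses were normalized to DMSO and 10 microM genistein, then fitted for concentration-effect.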
ELG1 repair inh = qHTS screen for small molecules that inhibit ELG1-dependent DNA repair in human embryonic kidney (HEK293T) cells expressing luciferase-tagged ELG1; HEK293T ELG1-luciferase reporter, luminescence, 16 h; DNA damage induced by 5-fluorouridine; Potency, µM (series often up to 46.1 µM), without a hit: at the highest dose activity change, negative = inhibition, usual class: inhibitors; 330,000 compounds, 2.3% hits; further: potency means the concentration at half of the fitted maximal effect; on the % scale 0 is the no-effect control and ±100 the full control effect; nearly all actives have a fitted effect of over 55% in size
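Reporter activity after DNA damage by 5-fluorouridine is monitored. Compound-treated cells incubate 16 hr at 37 °C, then ONE-Glo is added for 30 min before luminescence reading.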
ELG1 genotoxic = qHTS screen for small molecules that induce genotoxicity in human embryonic kidney (HEK293T) cells expressing luciferase-tagged ELG1. Potency, µM (highest dose often 46 µM), for inactives: top-dose activity change, positive = activation, hits mostly activators. HEK293T ELG1-luciferase reporter, luminescence, 16 h. 330,000 compounds, 1.3% hits; further: potency means the concentration at half of the fitted maximal effect; % of control where 0% means no effect; nearly all actives have a fitted effect of over 60% in size
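Step 1: seed 2,000 HEK293T ELG1-luciferase cells per well. Step 2: add compound or DMSO, incubate 16 hr at 37 °C. Step 3: ONE-Glo, 30 min at room temperature, read luminescence.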
Gal4-VP16 FLuc = VP16 counterscreen qHTS for inhibitors of ROR gamma transcriptional activity; Potency, µM (series often up to 53.6 µM), for inactives: at the top dose activity, negative = inhibition, hits mostly inhibitors; AID 2546, 2010; Drosophila S2 Gal4-VP16 UAS-luciferase, luminescence, 20 h; 310,000 compounds, 3.5% hits;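 further: Gal4-VP16 expression switched on by copper sulfate through the metallothionein promoter; potency means the concentration at half of the fitted maximal effect; on the % scale 0 is the no-effect control and ±100 the full control effect; nearly all actives have a fitted effect of over 50% in size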
Tb PFK inh = qHTS Assay to Find Inhibitors of T. brucei phosphofructokinase; ATP-dependent 6-phosphofructokinase (Trypanosoma brucei brucei), O15648; T. brucei PFK, ADP-Glo luminescence; 330,000 compounds, 0.17% hits; AID 485367, 2010; Potency, µM (series often up to 57.5 µM), for inactives: top-dose activity, negative = inhibition, most hits filed as inhibitors;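 further: potency means the concentration at half of the fitted maximal effect; 0% = uninhibited 1x PFK enzyme wells and -100% = no-enzyme wells; nearly all actives have a fitted effect of over 60% in size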
Target sequence (O15648 whole entry, looked up): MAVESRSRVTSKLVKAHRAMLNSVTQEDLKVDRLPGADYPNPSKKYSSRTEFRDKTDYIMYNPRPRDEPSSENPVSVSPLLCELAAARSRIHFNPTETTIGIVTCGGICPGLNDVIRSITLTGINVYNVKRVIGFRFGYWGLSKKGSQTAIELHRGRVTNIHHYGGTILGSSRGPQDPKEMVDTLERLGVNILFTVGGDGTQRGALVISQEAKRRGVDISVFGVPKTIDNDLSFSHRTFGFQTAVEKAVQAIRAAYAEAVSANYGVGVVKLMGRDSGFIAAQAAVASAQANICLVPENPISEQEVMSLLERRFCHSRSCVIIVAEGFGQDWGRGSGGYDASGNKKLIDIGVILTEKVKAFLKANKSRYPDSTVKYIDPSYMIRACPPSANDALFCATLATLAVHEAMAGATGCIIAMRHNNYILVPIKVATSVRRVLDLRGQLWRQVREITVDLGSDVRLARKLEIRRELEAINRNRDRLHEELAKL
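1.25 nM PFK with 0.5 mM F6P and 0.1 mM ATP in 0.1 M TEA pH 8.0, 5 mM MgCl2, incubated 45 min at room temperature; ADP measured by ADP-Glo luminescence; compounds titrated up to 57 uM.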
FLuc counter = qHTS profiling assay for firefly luciferase inhibitor/activator using purifed enzyme and Km concentrations of substrates (counterscreen for miR-21 project). Potency, µM (series often up to 57.5 µM), for the others: top-dose activity change, negative = inhibition, most hits filed as inhibitors. Luciferin 4-monooxygenase (Photinus pyralis), P08659. 360,000 compounds, 6.9% hits. purified FLuc, Km substrates, luminescence inhibition;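 further: potency means the concentration at half of the fitted maximal effect; plate controls were vehicle for no effect and reference inhibitor for full effect; nearly all actives have a fitted effect of over 55% in size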
Target sequence (P08659 whole entry, looked up): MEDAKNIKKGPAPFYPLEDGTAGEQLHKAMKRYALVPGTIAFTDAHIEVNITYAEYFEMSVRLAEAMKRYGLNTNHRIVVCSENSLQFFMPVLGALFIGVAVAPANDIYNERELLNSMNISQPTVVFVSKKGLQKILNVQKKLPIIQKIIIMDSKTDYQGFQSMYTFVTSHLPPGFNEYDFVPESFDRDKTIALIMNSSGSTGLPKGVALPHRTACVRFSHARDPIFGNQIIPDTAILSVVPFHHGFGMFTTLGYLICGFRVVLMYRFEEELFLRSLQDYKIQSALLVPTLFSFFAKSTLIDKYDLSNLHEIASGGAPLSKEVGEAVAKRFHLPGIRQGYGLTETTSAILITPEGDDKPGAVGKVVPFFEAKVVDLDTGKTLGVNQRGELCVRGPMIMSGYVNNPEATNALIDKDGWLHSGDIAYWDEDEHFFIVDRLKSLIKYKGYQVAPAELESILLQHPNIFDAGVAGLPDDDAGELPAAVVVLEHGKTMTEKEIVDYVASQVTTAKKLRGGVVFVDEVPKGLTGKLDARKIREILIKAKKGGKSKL
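Purified P. pyralis luciferase, 10 nM final, with Km-level 10 uM D-luciferin and 10 uM ATP in 50 mM Tris acetate pH 7.5, 10 mM Mg acetate, 0.01% Tween-20, 0.05% BSA; 6-point qHTS titration about 60 µM downward; luminescence read.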
An asterisk follows results filed as active; & = joins results of further samples; [ ] = dose if it differs, or a comment. Unless noted, the call rests on the fitted dose curve; in most records, active means well fitted curve in the direction sought with a large enough effect; inconclusive means small, poorly fitted or top-dose-only effect, or another doubt; inactive means no such curve, though single readings can be large; an effect the other way counts as inactive or inconclusive.

Results for CCOc1cc(C(=O)O/N=C(\N)c2ccccn2)cc(OCC)c1OCC ?
NPC1 promoter act: 6%; Rab9 prom act: 4%; p53 reactivation: -15%; TRPV1 ag: 22; RORgamma inh: 3%; BRCA1 expr up: 16%; ELG1 repair inh: inconclusive; ELG1 genotoxic: -11%; Gal4-VP16 FLuc: inconclusive; Tb PFK inh: 1%; FLuc counter: inconclusive

How did O=C(N/N=C/c1c(F)c(F)c(F)c(F)c1F)c1cc(-c2ccccc2)nc2ccccc12 do in these assays?
NPC1 promoter act: 1%; Rab9 prom act: 12%; p53 reactivation: 3%; TRPV1 ag: -2; RORgamma inh: 8%; BRCA1 expr up: 0%; ELG1 repair inh: -6%; ELG1 genotoxic: -3%; Gal4-VP16 FLuc: 12%; Tb PFK inh: 2%; FLuc counter: -3%

Results for CCC(C)NC(=O)COCc1cc(-c2ccc3c(c2)OCO3)on1 (stereo not given) ?
NPC1 promoter act: 6%; Rab9 prom act: -2%; p53 reactivation: 18%; TRPV1 ag: 2; RORgamma inh: 17%; BRCA1 expr up: 32%; ELG1 repair inh: 13%; ELG1 genotoxic: 2%; Gal4-VP16 FLuc: -1%; Tb PFK inh: -1%; FLuc counter: inconclusive

Results for CN1CCN(CCC(=O)Nc2ccc(F)c(F)c2)CC1 ?
NPC1 promoter act: 7%; Rab9 prom act: -1%; p53 reactivation: -3%; TRPV1 ag: -5; RORgamma inh: 20%; BRCA1 expr up: 5%; ELG1 repair inh: 15%; ELG1 genotoxic: inconclusive; Gal4-VP16 FLuc: -8%; Tb PFK inh: -1%; FLuc counter: 1%

Results for CCCCc1ccc(NC=C2C(=O)OC3(CCCCC3)OC2=O)cc1 ?
NPC1 promoter act: -1%; Rab9 prom act: -3%; p53 reactivation: -1%; TRPV1 ag: inconclusive; RORgamma inh: inconclusive; BRCA1 expr up: -56%; ELG1 repair inh: -36%; ELG1 genotoxic: 0%; Gal4-VP16 FLuc: 8%; Tb PFK inh: 4%; FLuc counter: 3%

Results for Cc1cc(C(=O)Nc2ccc(F)cc2F)on1 ?
NPC1 promoter act: 1%; Rab9 prom act: 1%; p53 reactivation: 1%; TRPV1 ag: 0; RORgamma inh: 25%; BRCA1 expr up: 31%; ELG1 repair inh: inconclusive; ELG1 genotoxic: 2%; Gal4-VP16 FLuc: 4%; Tb PFK inh: -1%; FLuc counter: -4%

Results for O=S(=O)(Nc1cccc(-n2cnnn2)c1)c1ccccc1C(F)(F)F ?
NPC1 promoter act: -2%; Rab9 prom act: -6%; p53 reactivation: -3%; TRPV1 ag: 5; RORgamma inh: 1%; BRCA1 expr up: -16%; ELG1 repair inh: 11%; ELG1 genotoxic: 0%[9.26 µM]; Gal4-VP16 FLuc: -13%; Tb PFK inh: -2%; FLuc counter: -1%

What do the screens show for `Cc1ccccc1NC(=O)c1nc[nH]c1C(=O)NCc1ccccc1`?
NPC1 promoter act: 1%; Rab9 prom act: 0%; p53 reactivation: -10%; TRPV1 ag: -2; RORgamma inh: 2.8µM*; BRCA1 expr up: -47%; ELG1 repair inh: inconclusive; ELG1 genotoxic: -2%; Gal4-VP16 FLuc: 5µM*; Tb PFK inh: -11%; FLuc counter: 1%

What do the screens show for `O=C(Nc1ccc(Br)cc1)C1CCN(C(=O)c2ccco2)CC1`?
NPC1 promoter act: -9%; Rab9 prom act: 10%; p53 reactivation: -3%; TRPV1 ag: 19; RORgamma inh: 43%; BRCA1 expr up: -25%; ELG1 repair inh: -14%; ELG1 genotoxic: -7%; Gal4-VP16 FLuc: 9%; Tb PFK inh: 0%; FLuc counter: -5%

What do the screens show for `CCOc1ccccc1N/C(=C(/C(Cl)=C(Cl)Cl)[N+](=O)[O-])n1cncn1`?
NPC1 promoter act: 3%; Rab9 prom act: 9%; p53 reactivation: 6%; TRPV1 ag: -5; RORgamma inh: 10%; BRCA1 expr up: -61%; ELG1 repair inh: 4%; ELG1 genotoxic: 3%; Gal4-VP16 FLuc: 5%; Tb PFK inh: -4%; FLuc counter: 1%

How did COc1cccc(N2CCN(c3ccc4nnc(CCC(=O)Nc5cc(C)ccn5)n4n3)CC2)c1 do in these assays?
NPC1 promoter act: -2%; Rab9 prom act: -1%; p53 reactivation: 4%; TRPV1 ag: 0; RORgamma inh: 25%; BRCA1 expr up: 0%; ELG1 repair inh: 2%; ELG1 genotoxic: -7%; Gal4-VP16 FLuc: 1%; Tb PFK inh: -3%; FLuc counter: 0%

How did Cc1cccc(C)c1NC(=O)N1CCC(N2CCCCC2)CC1 do in these assays?
NPC1 promoter act: 0%; Rab9 prom act: -2%; p53 reactivation: -1%; RORgamma inh: -7%; BRCA1 expr up: -3%; ELG1 repair inh: 8%; ELG1 genotoxic: -2%; Gal4-VP16 FLuc: -5%; Tb PFK inh: -4%; FLuc counter: -1%

What do the screens show for `C[N+](C)(C)CCCCCCC(=O)/C=N/O`?
NPC1 promoter act: -1%; Rab9 prom act: 1%; p53 reactivation: 12%; TRPV1 ag: -7; RORgamma inh: -11%; BRCA1 expr up: -2%; ELG1 repair inh: 2%; ELG1 genotoxic: 2%; Gal4-VP16 FLuc: -9%; Tb PFK inh: 2%; FLuc counter: 0%

How did CCOC(=O)CSc1ncnc2c1c(-c1ccccc1)cn2-c1ccc(OC)cc1 do in these assays?
NPC1 promoter act: -4%; Rab9 prom act: -1%; p53 reactivation: -36%[inhibitor]; TRPV1 ag: 23; RORgamma inh: inconclusive; BRCA1 expr up: 2%; ELG1 repair inh: 2%; ELG1 genotoxic: -7%; Gal4-VP16 FLuc: -7%; Tb PFK inh: 0%; FLuc counter: -8%&-1%

Results for C#CCN1C(=O)S/C(=C\c2cc3c(cc2OC)OCO3)C1=O ?
NPC1 promoter act: 9%; Rab9 prom act: 8%; TRPV1 ag: 2; RORgamma inh: -42%; BRCA1 expr up: -19%; ELG1 repair inh: 17%; ELG1 genotoxic: 2%; Gal4-VP16 FLuc: -5%; Tb PFK inh: -2%; FLuc counter: 1%

What do the screens show for `CCOC(=O)C1CCCN(S(=O)(=O)c2ccc(OC)c3ccccc23)C1` (stereo not given)?
NPC1 promoter act: -5%; Rab9 prom act: -7%; p53 reactivation: -22%; TRPV1 ag: -5; RORgamma inh: -3%; BRCA1 expr up: -4%; ELG1 repair inh: inconclusive; ELG1 genotoxic: -20%; Gal4-VP16 FLuc: -16%; Tb PFK inh: 23%; FLuc counter: -7%

Results for Cc1c(C#N)c(NC(=O)c2ccccc2)n(Cc2ccccc2)c1C ?
NPC1 promoter act: -4%; Rab9 prom act: -3%; p53 reactivation: -8%; TRPV1 ag: 1; RORgamma inh: -3%; BRCA1 expr up: -19%; ELG1 repair inh: -2%; ELG1 genotoxic: -3%; Gal4-VP16 FLuc: -10%; Tb PFK inh: -4%; FLuc counter: 0%

What do the screens show for `CC(C)(CO)CNC(=O)CC1C(=O)NCCN1CC(c1ccccc1)c1ccccc1` (stereo not given)?
NPC1 promoter act: -1%; Rab9 prom act: -4%; p53 reactivation: 2%; TRPV1 ag: 2; RORgamma inh: 6%; BRCA1 expr up: -18%; ELG1 repair inh: 5%; ELG1 genotoxic: 1%; Gal4-VP16 FLuc: -6%; Tb PFK inh: -4%; FLuc counter: 1%

Results for Nc1ncnc2c1ncn2C1OC(CO)C(O)C1N (stereo not given) ?
NPC1 promoter act: 0%; Rab9 prom act: 0%; p53 reactivation: 6%; TRPV1 ag: 2; RORgamma inh: 2%; BRCA1 expr up: 2%; ELG1 repair inh: 0%; ELG1 genotoxic: 0%; Gal4-VP16 FLuc: -6%; Tb PFK inh: 1%; FLuc counter: 0%

What do the screens show for `CN(C1CCCCC1)S(=O)(=O)c1ccc(NC(=O)C2CCCCC2)cc1`?
NPC1 promoter act: -2%; Rab9 prom act: -11%; p53 reactivation: -1%; TRPV1 ag: inconclusive; RORgamma inh: -2%; BRCA1 expr up: -51%; ELG1 repair inh: inconclusive; ELG1 genotoxic: -9%; Gal4-VP16 FLuc: -9%; Tb PFK inh: -8%; FLuc counter: -3%

Bioassay records as filed in PubChem BioAssay.
